Bioassay records: PubChem, The Scripps Research Institute Molecular Screening Center
CHRM1 agonist = human M1 muscarinic receptor agonists, primary screen, Fluo-8 calcium fluorescence, CHO-K1 cells, HTS | CHO-K1 hM1, agonist mode; 0% DMSO, 100% acetylcholine EC100 | activation, % at 3 µM | actives 0.33% (n = 360,000) | AID 588814, 2011;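 active = activation above the run's mean compound activation plus 3 SD, cut at about 16% in these data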;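 also: peak over basal fluorescence ratio within a 140 s kinetic read after compound addition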
Target sequence (P11229 whole entry, looked up): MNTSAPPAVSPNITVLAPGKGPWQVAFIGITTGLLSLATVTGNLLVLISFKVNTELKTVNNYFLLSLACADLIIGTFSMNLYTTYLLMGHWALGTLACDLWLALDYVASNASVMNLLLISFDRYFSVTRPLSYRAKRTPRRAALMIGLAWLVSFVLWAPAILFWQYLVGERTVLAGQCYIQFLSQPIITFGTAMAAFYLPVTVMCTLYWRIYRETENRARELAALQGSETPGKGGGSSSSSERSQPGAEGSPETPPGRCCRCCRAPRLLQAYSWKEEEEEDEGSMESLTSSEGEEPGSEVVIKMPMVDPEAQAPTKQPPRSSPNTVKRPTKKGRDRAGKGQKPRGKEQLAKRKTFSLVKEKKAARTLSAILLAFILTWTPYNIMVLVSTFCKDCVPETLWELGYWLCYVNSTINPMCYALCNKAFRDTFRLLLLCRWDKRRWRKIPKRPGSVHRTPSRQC
OXTR potentiator = human OXTR potentiators, primary screen, fluorescence, CHO-OTR cells, Fluo-8 calcium | Oxytocin receptor (Homo sapiens), P30559 | Fluo-8 calcium fluorescence, potentiator mode; 0% = oxytocin EC15, 100% = EC100 | activation, % at 3 µM | actives 0.061% (n = 320,000) | AID 2445, 2010;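 active = activation above that plate's cutoff, the mean activation of tested compounds plus 3 SD, cut at about 6.6% in these data, passing the limit was not always enough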;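 also: 100% uses oxytocin at 75 nM as the full agonist control; some results filed as inactive read as strong as hits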
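Assay system: CHO-OTR cells, human receptor / Also added: oxytocin at about EC15, sub-maximal agonist stimulus / Dosing: single dose, 3.0 µM nominal final compound concentration / Incubation: 6 min pre-incubation, 100 s read / Technique: Fluo-8 calcium dye fluorescence / Read-out: % activation vs EC15 and EC100 oxytocin / Benchmarks: EC15 oxytocin low, 75 nM oxytocin high / Replicates: singlicate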
TAAR1 antagonist = human TAAR1 antagonists, primary screen, Fluo-8 calcium fluorescence, CHO RD-HGA16 cells; Trace amine-associated receptor 1 (Homo sapiens), Q96RJ0; antagonist; inhibition, % at 3 µM; actives 1.5% (n = 360,000); AID 624466, 2012;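 active = inhibition above a per-plate cutoff, the mean inhibition of test compounds on that plate plus 3 SD, cut at about 49% in these data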;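 also: 0% = DMSO plus EC80 beta-PEA response and 100% = DMSO alone without agonist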
Target sequence (Q96RJ0 whole entry, looked up): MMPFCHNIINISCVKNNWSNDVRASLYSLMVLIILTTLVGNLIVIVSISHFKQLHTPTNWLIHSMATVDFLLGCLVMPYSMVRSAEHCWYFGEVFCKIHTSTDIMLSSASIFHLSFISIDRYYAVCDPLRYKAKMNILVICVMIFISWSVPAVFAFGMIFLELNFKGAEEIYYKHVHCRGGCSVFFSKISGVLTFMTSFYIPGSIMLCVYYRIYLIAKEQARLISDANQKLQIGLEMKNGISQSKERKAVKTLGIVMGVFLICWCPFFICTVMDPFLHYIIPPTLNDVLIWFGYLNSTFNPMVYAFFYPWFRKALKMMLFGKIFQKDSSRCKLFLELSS
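System: CHO RD-HGA16 cells bearing hTAAR1. Reagent: EC80 β-phenethylamine stimulus. Schedule: seeding 17-24 h prior, 75-min 37 °C, 30-min RT dye loading. Signal: Fluo-8 intracellular calcium dye fluorescence, real-time kinetic reads. Read-out: % inhibition from peak post-agonist over basal fluorescence ratio. Benchmarks: vehicle wells and EC80 agonist wells. Replicates: n of 1.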
CHO parental Ca = ATP-evoked calcium signal inhibitors, parental CHO, primary screen, counter-screen for OX1R antagonist project, cell-based, fluorescence, Fluo-8 calcium dye | parental CHO-K1, ATP-induced calcium, Fluo-8 fluorescence | AID 463079, 2010 | actives 0.63% (n = 330,000) | inhibition, % at 5.6 µM;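 active = inhibition above that plate's mean sample inhibition plus 3 SD, cut at about 26% in these data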;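 also: 0% = ATP-challenged DMSO wells and 100% = DMSO wells without ATP; some compounds past the cut are filed as inactive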
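Assay system: untransfected parental CHO cell line. Also added: ATP agonist challenge. Dosing: one dose, 5.6 µM nominal. Measured by: Fluo-8 fluorescence. Read-out: % inhibition. Benchmarks: ATP wells versus no-ATP DMSO wells. Repeats: no replicates.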
CHO-K1 Ca antag = M1 antagonist counterscreen hit in parental CHO-K1 cells; ATP-induced calcium, Fluo-8 fluorescence; inhibition, % at 3 µM; actives 0.6% (n = 360,000);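 active = inhibition above a per-plate cutoff, the plate's mean sample inhibition plus 3 SD, cut at about 24% in these data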;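 also: 0% = DMSO plus EC80 ATP and 100% = DMSO alone without ATP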
CHO-K1 Ca ag = counter-screen for M1 agonists: effect in parental CHO-K1 cells; activation, % at 3 µM; actives 0.48% (n = 360,000); Fluo-8 calcium fluorescence; scaled to maximal ATP response, vehicle zero; AID 602248, 2012; in the data active = activation above about 15%;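 also: untransfected CHO-K1 host cells lacking M1 receptor as counterscreen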
M1 PAM parental = nonselective calcium activators in parental CHO-K1 cells, primary screen, counter-screen for M1 PAM project, cell-based, Fluo-8 calcium fluorescence, full deck, 1536-well; ATP EC20; 0% at ATP EC20, 100% at ATP max; actives 0.02% (n = 360,000); activation, % at 3 µM; AID 602247, 2012;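 active = activation above the run cutoff, the mean activation of all test compounds plus 3 SD, cut at about 40% in these data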;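 also: peak over basal fluorescence ratio in a 140 s read after ATP addition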
M1 antag = human M1 muscarinic receptor antagonists, primary screen, CHO-K1 cells, Fluo-8 calcium fluorescence, 1536-well. CHO-K1 hM1, ACh EC80 antagonist. inhibition, % at 3 µM. actives 1.3% (n = 360,000);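 active = percent inhibition above its own plate's cutoff, namely the mean of that plate's compound wells plus 3 SD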;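 also: peak over basal fluorescence ratio during 140 s after agonist addition; 0% = ACh EC80 plus DMSO and 100% = DMSO alone without agonist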
TAAR1 agonist = human TAAR1 agonists, primary screen, Fluo-8 calcium fluorescence, CHO RD-HGA16 cells | Trace amine-associated receptor 1 (Homo sapiens), Q96RJ0 | vehicle wells 0%, saturating PEA agonist 100% | activation, % at 3 µM | actives 0.99% (n = 360,000) | AID 624467, 2012;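 active = activation above the mean activation of all test compounds in the run plus 3 SD, cut at about 38% in these data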
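Test system: RD-HGA16 (CHO) cells co-expressing Gα16 and hTAAR1 | Doses: Single dose, 3 µM | Schedule: 17-24 h seeding, 75 min 37 °C dye, 30 min RT | Evaluation: % activation from peak over basal fluorescence ratio, DMSO-to-PEA scaled | Technique: Kinetic Fluo-8 calcium fluorescence | Benchmarks: Low control DMSO, high control PEA (EC100)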
* hit, by the source's call; x = not tested or not shown.

SMILES,CHRM1 agonist,OXTR potentiator,TAAR1 antagonist,CHO parental Ca,CHO-K1 Ca antag,CHO-K1 Ca ag,M1 PAM parental,M1 antag,TAAR1 agonist
COc1ccc(C(CC(=O)NCCN2CCOCC2)NS(=O)(=O)c2ccc(C)cc2)cc1 (stereo not given),-7.2,-2.9,-11.8,-5.3,-4.8,-0.3,-0.8,-1.2,10.2
CSc1ccc(CN(C)CCc2ccccn2)cc1,-7.3,-6.0,-8.7,-3.5,-2.3,0.6,17.1,12.8,0.6
O=C(O)/C=C/C(=O)Nc1nccs1,0.5,-6.6,-2.4,-2.8,-14.7,1.2,3.4,-6.5,1.0
C=CCNC(=S)N/N=C1\CCS(=O)(=O)c2ccccc21,-6.8,-11.1,2.2,-4.4,-3.2,5.5,-0.6,-1.3,0.6
CCN(CC)C(=O)[C@H]1C[C@H](CC(=O)NCCCn2ccnc2)C(=O)N2CCc3c([nH]c4cc(-c5ccco5)ccc34)[C@]12C,-5.1,x,-0.3,-10.7,12.9,5.1,9.8,-11.3,0.7
O=C1CCC(C(=O)NCc2ccccc2)N1 (stereo not given),-1.0,-5.0,-5.9,-8.0,18.4,0.7,-19.4,4.3,8.9
COc1ccc(NC2CCCN(C(=O)c3cc(C)nc4cc(F)ccc34)C2)cc1 (stereo not given),-0.5,-15.7,-11.8,-7.9,-17.8,0.5,31.6,-13.2,2.5
c1ccc(CN2CCN(CCCNc3ccc4nnc(-c5ccccc5)n4n3)CC2)cc1,-11.3,-8.0,x,-14.3,6.4,0.6,-0.1,17.5,x
COc1ccc(CCNC(=O)COC(=O)C2COc3ccccc3O2)cc1 (stereo not given),-2.0,-4.8,-2.3,-3.9,-10.9,0.1,-4.5,-3.8,20.2
COC(=O)/C(=N\OCc1ccc(C#N)cc1)c1c(C)nn(C)c1C,-3.4,-1.0,-10.6,-6.1,-13.2,1.8,16.1,-14.6,-4.6
NC(=O)C(c1ncc(C(F)(F)F)cc1Cl)c1c(Cl)cccc1Cl (stereo not given),-3.5,0.1,-13.4,-7.6,0.1,-0.2,-4.8,-4.1,9.9
Cc1ccc(N(C)C(=O)c2ccc3c(Cl)c4c(nc3c2)CCC4)cc1C,1.0,-3.2,38.2,4.1,-10.8,-1.1,-3.6,7.6,8.7
C=CCN1C(=O)[C@H]2CCC=C[C@H]2[C@@H]1c1cccc(C)c1,-3.3,x,-8.9,-12.9,-15.4,-0.4,7.2,-8.8,0.2
COC(=O)c1ccc(NC(=O)CCN2C(=O)C3C4CCC(C4)C3C2=O)cc1 (stereo not given),-2.8,-5.2,4.8,-7.2,10.4,0.3,-13.7,9.7,1.3
CN(C)C(=O)c1cccc(-c2cccc3nccn23)c1,-3.0,x,5.0,x,-11.7,1.1,21.1,-9.2,1.6
CC(C)NC(=O)NC(=O)COc1ncnc2sccc12,-1.9,-9.0,-5.0,-2.7,-6.3,0.5,-6.7,-14.5,13.6
CC1(C)CN(c2ccccc2)N(C(=O)c2ccc(F)cc2)C1=O,-3.7,4.3,x,-13.5,-5.6,0.0,9.2,-8.2,x
Cc1c(C(=O)N2CCOCC2)c(S(=O)(=O)Nc2ccccc2)c(C)n1C,-3.0,-5.8,5.5,4.3,-17.0,0.8,14.8,-8.1,-0.7
CCC1CCCCN1Cc1cc(OC)c(O)c([N+](=O)[O-])c1 (stereo not given),x,-5.1,-7.7,-2.9,x,x,x,x,8.4
CCN(Cc1ccccc1)C(=O)COC(=O)CNC(=O)c1ccc(C)s1,-0.9,-10.3,7.8,-12.1,-13.0,0.8,15.4,-6.0,12.2
CC1C(=O)N2CCCc3cc(NC(=O)C(=O)NCCN4CCOCC4)cc1c32 (stereo not given),-1.2,-9.5,-13.9,-0.3,20.4,-0.2,-30.3,36.6*,1.7
COC(=O)CCCNC(=O)c1ccccn1,-3.1,-13.2,-13.3,10.8,-10.0,0.3,-3.1,-15.4,5.7
N/N=C1\CCCc2nonc21,-5.6,-5.8,0.5,5.2,-20.7,0.9,32.9,-12.2,7.6
CS(=O)(=O)N(CC(=O)N1CCCC1)c1cc(Cl)ccc1Cl,-5.0,-2.1,3.1,-2.6,-1.2,-0.2,17.8,-17.5,4.2
O=C(NNS(=O)(=O)c1ccc([N+](=O)[O-])cc1)c1ccncc1,-2.6,2.8,12.3,0.5,-10.3,0.4,8.8,-12.3,2.6
O=C(c1ccc(NC(=S)NCc2ccco2)cc1)N1CCCCC1,-5.5,-10.7,1.8,-14.2,-2.4,0.5,14.1,-3.9,9.7
CCC(=O)Nc1ccc(C(=O)NNC(=O)c2cccc(C)c2)cc1,-1.8,-2.5,-9.6,-0.6,9.0,0.8,-23.0,9.1,2.1
C=CCc1cc(/C=N\NC(=O)CSc2nnc(CCCc3ccc(OC)c(C)c3)o2)cc(OC)c1O,-1.5,-13.9,12.6,-9.7,0.2,-0.1,6.3,-3.8,1.5
Nc1c(C(=O)NC2CCCC2)c2nc3ccccc3nc2n1N,-3.4,-11.8,5.5,-11.2,4.9,0.4,-6.9,-3.1,1.3
COc1ccc(-n2cc(CN3CCC(OC)CC3)c(-c3cccc(F)c3)n2)cc1,-5.4,-6.0,-0.6,-22.0,-11.9,2.5,16.4,-12.3,0.0
O=C(NCC1CC1)c1cc2c(c(-c3cccc(-c4ccccc4F)c3)n1)[C@@H](CCO)N(C(=O)CC1CC1)C2,x,x,3.1,x,-14.8,0.6,7.9,x,3.8
O=C(CCNC(=O)N1CC(=O)Nc2ccccc21)NCCc1cccc(F)c1,-2.3,-5.5,-12.3,-24.8,0.7,7.0,16.3,-11.8,21.0
CNCc1ccccc1Sc1ccc(OC)c(OC)c1,-3.2,-11.7,-4.2,-17.3,-10.7,0.8,22.1,-21.1,1.6
CCN1CCC(O)(/C=C/c2ccc(C)cc2)C(C(=O)/C=C/c2ccc(C)cc2)C1 (stereo not given),-2.0,x,9.3,x,1.1,1.4,4.2,5.0,24.4
O=C(Nc1cccc(C(F)(F)F)c1)c1cc[n+]([O-])cc1,-1.8,-6.5,-13.5,-1.9,-20.1,1.9,20.8,-7.9,-0.8
O=C(COC(=O)CN1C(=O)C2CCCCC2C1=O)NNC(=O)c1ccc(Cl)cc1 (stereo not given),-1.6,2.0,4.8,-3.8,-5.8,1.4,2.9,-5.2,10.4

Overlap with the part before: 2 compounds, then new ones.
SMILES,CHRM1 agonist,OXTR potentiator,TAAR1 antagonist,CHO parental Ca,CHO-K1 Ca antag,CHO-K1 Ca ag,M1 PAM parental,M1 antag,TAAR1 agonist
O=C(Nc1cccc(C(F)(F)F)c1)c1cc[n+]([O-])cc1,-1.8,-6.5,-13.5,-1.9,-20.1,1.9,20.8,-7.9,-0.8
O=C(COC(=O)CN1C(=O)C2CCCCC2C1=O)NNC(=O)c1ccc(Cl)cc1 (stereo not given),-1.6,2.0,4.8,-3.8,-5.8,1.4,2.9,-5.2,10.4
O=C(CSCc1ccc(F)cc1)N1CCN(c2ccccc2)CC1,-3.3,-10.2,2.5,-8.1,-6.5,5.3,19.7,-5.9,2.3
NC(=O)c1c(N)sc2c1CCC2,-0.3,x,-9.5,x,5.9,-0.2,8.3,0.5,1.5
O=S(=O)(c1ccc(Oc2ccc(Br)cc2F)nc1)N1CCCCC1,-3.0,-15.0,-6.3,10.3,-6.9,0.4,11.4,-2.0,3.3
COc1ccc(/C=C/C(=O)NCCCc2ccccc2)cc1OC,-4.8,-9.2,-15.1,-26.5,15.4,0.1,-10.3,-4.8,17.4
CCCCN1C(=O)C(NC(=O)C2CC2)(C(F)(F)F)C2=C1CC(C)(C)CC2=O (stereo not given),-2.7,-9.7,-11.9,-23.0,-0.6,-0.2,-2.0,-15.1,2.6
CCOc1ccc(NC(=O)c2ccccc2NS(=O)(=O)c2ccc(F)cc2)c([N+](=O)[O-])c1,-3.2,-11.9,8.8,-17.8,-3.6,10.0,6.4,5.5,1.6
CC(=O)CSc1nc2ccccc2s1,-4.0,-11.7,-6.0,-16.6,0.2,-0.2,-5.5,-6.9,5.7
CCc1cccc(C)c1NC(=O)CNCc1ccccc1,-5.9,-1.3,-24.4,-20.2,-11.9,0.4,25.0,-6.8,-0.2
Cc1[nH]c2ccc(F)cc2c1CCN(Cc1cccnc1)C(=S)Nc1ccccc1,-6.4,-3.9,8.9,-17.0,-4.9,2.0,19.2,6.5,11.1
COc1cccc(NC(=O)Cn2c(=O)n(CCCC(=O)NCc3ccco3)c(=O)c3ccccc32)c1,-3.5,x,0.2,x,-12.3,0.9,24.6,-40.4,8.6
Cc1ccc2cc(CN(CC3CCCO3)C(=S)Nc3ccccc3)c(=O)[nH]c2c1C (stereo not given),-11.5,2.2,15.9,-19.8,-10.9,2.8,16.4,1.0,0.0
O=S(=O)(Nc1ncccn1)c1ccc(NC(=S)NCCc2ccccc2)cc1,-6.4,-10.1,-7.5,6.2,-9.2,0.4,14.2,-5.2,33.0
CC(C)(C)Cc1c(-c2ccc(F)cc2)nc2ccc(Br)cn12,-3.1,x,-7.0,x,-10.2,0.9,28.6,6.7,-0.7
COCCCNC(=O)CN1C(=O)COc2ccc(S(=O)(=O)N3CCOCC3)cc21,-1.2,-8.7,-3.6,-6.4,-12.8,1.0,6.4,-7.7,0.7
Cn1c(SCc2ccccc2Cl)nc2ccccc21,-5.0,-7.6,-9.8,-14.9,-14.8,-0.7,14.8,-9.9,12.0
CCCN(CC(=O)Nc1ccccc1C)C(=O)c1ccc(S(=O)(=O)N2CCCC2)cc1,-3.0,-1.9,-13.7,-13.7,-6.1,0.1,-4.8,-1.8,0.7
